H9c2 protect: protects H9c2 cardiomyocytes from peroxide injury. H2O2 injury protection, ATPLite, 2 h. protection from H2O2 cell death, % at 20 µM. actives 0.63% (n = 360,000). AID 588492;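 active = compounds giving at least 50% protection of heart cells from peroxide-induced death in the single-dose screen, raw or plate-pattern-corrected value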;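 also: 0% = DMSO wells with peroxide and 100% = DMSO wells without peroxide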
NOD2-RIPK2 inh: blocks binding of human NOD2 to RIPK2; inhibition, % at 4.98 µM; CHO BLA complementation NOD2-RIPK2, CCF4 ratio; AID 624267; actives 0.38% (n = 360,000); in the data active = inhibition above about 21%;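 also: 0% = vehicle only and 100% = reference blocker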
MC4R barr agon: activates human MC4R beta-arrestin recruitment | P32245 | U2OS MC4R beta-arrestin complementation, luminescence; percent of melanotan II response, DMSO zero | activation, % at 8.9 µM | actives 0.98% (n = 360,000);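 active = activation above a per-plate cutoff, the mean activation of sample wells on that plate plus 3 SD, cut at about 8% in these data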
Glyco luc inh: N-linked glycosylation inhibition; D54 ERlucT glycosylation luciferase reporter, 24 h; percent of 100 nM tunicamycin response; reporter increase, % at 12.5 µM; actives 0.23% (n = 360,000); AID 588692;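 active = mean luciferase reporter signal, scaled so untreated is 0 and the glycosylation-blocking control 100, at or above a set limit in every replicate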;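 also: luciferase carries N-glycosylation sites so blocking glycosylation raises the light; 0% = median of neutral control wells and 100% = median of 100 nM tunicamycin wells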
HTR2A ag: agonists of mouse serotonin 5-HT2A receptor (HTR2A); actives 0.66% (n = 360,000); P35363; activation, % at 7.6 µM; CHO-K1 mHTR2A beta-arrestin complementation, luminescence; percent of 30 µM serotonin response;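 active = activation above a run cutoff, the mean activation of all tested compounds plus 3 SD, cut at about 14% in these data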;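 also: 0% = plate median of compound wells and 100% = 30 µM serotonin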
NCOA2 inhibitor: human SRC2 (NCOA2) inhibition; Q15596; HEK293 GAL4-SRC2 luciferase reporter, luminescence; inhibition, % at 9 µM; actives 0.17% (n = 370,000); AID 651957;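 active = inhibition above the mean inhibition of all tested compounds plus 3 SD, set per campaign, cut at about 52% in these data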;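 also: 0% = DMSO treated cells and 100% = cells given Gossypol at 36 µM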
Target sequence (Q15596 whole entry, looked up, the tested form may be a part): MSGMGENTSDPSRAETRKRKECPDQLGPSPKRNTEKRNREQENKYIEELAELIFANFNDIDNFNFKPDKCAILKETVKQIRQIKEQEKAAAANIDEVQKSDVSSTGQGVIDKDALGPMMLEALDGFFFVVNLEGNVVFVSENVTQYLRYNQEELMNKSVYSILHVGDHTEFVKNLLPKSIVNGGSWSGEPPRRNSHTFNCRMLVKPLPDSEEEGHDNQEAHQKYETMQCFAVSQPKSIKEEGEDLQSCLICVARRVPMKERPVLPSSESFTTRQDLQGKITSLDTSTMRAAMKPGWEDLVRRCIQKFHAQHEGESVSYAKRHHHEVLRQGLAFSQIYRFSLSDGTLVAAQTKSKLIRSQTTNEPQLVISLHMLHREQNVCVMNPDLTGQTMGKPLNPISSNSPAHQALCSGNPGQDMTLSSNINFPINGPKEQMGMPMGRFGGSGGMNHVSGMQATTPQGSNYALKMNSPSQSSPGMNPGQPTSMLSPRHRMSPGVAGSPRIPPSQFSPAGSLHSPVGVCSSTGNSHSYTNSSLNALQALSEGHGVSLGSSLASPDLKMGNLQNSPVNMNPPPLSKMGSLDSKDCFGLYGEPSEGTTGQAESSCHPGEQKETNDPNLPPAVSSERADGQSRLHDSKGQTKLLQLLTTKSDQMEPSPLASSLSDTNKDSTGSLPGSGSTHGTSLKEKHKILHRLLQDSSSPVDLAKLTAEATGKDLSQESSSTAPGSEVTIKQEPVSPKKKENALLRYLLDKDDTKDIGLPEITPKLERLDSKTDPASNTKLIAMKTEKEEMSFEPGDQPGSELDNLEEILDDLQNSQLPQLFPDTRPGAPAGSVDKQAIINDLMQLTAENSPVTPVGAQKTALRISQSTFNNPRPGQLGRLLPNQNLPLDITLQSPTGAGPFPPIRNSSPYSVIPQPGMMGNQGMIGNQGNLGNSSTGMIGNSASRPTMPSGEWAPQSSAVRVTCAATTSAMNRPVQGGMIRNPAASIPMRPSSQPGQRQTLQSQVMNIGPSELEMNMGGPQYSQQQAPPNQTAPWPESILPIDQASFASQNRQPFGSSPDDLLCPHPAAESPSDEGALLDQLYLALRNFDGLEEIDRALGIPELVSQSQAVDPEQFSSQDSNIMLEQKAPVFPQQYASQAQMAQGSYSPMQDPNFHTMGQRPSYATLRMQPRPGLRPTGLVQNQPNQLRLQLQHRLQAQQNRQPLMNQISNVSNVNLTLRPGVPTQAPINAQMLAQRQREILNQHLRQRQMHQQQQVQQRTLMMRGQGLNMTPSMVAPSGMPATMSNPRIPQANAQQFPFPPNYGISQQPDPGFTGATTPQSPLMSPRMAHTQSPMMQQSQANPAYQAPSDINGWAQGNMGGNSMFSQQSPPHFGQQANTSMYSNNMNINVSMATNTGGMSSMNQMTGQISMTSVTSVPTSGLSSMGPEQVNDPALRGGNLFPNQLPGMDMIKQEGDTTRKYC
TLR9-MyD88 inh: blocks human TLR9 binding to MyD88; Q9NR96+Q99836; CHO BLA complementation TLR9-MyD88, CCF4 FRET ratio; inhibition, % at 4.98 µM; actives 0.21% (n = 340,000); AID 504734;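 active = inhibition above the mean over all tested compounds plus 3 SD, cut at about 21% in these data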;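 also: 0% = DMSO only wells and 100% = clavulanate BLA inhibitor control wells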
ABCB6 inh MLPCN: inhibitors of human ABC transporter ABCB6 | K562-ABCB6 porphyrin accumulation, flow cytometry, 1 h; stronger effect = lower value | fluorescence ratio to DMSO, % at 10 µM | actives 0.19% (n = 360,000) | AID 602162;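 active = fluorescence ratio to DMSO below 75%, the collection mean minus 3 SD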;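 also: signal is porphyrin accumulated inside mitochondria; 100% equals median channel fluorescence of DMSO control wells; lower ratio means ABCB6 inhibition with less porphyrin fluorescence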
ABHD5 PLIN5 PPI: blocks binding of human ABHD5 to perilipin-5. Q00G26+Q8WTS1. Split G. princeps luciferase complementation, luminescence, 4 h. inhibition, % at 4 µM. actives 0.78% (n = 360,000);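 active = inhibition above the mean inhibition across every tested compound plus 3 SD, cut at about 22% in these data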;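 also: 0% = DMSO only wells and the 100% control is not disclosed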
MC4R antag cAMP: antagonists of human melanocortin 4 receptor (MC4R). P32245. actives 0.48% (n = 360,000). inhibition, % at 6.5 µM. MC4R-expressing cells, MTII-stimulated cAMP, LANCE TR-FRET;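 active = inhibition above its plate's cutoff, the mean of tested wells on that plate plus 3 SD, cut at about 29% in these data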;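 also: 0% = Melanotan II alone and 100% = Melanotan II plus saturating MCL0020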
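Test system: U2OS cells stably expressing human melanocortin 4 receptor (MC4R); also added: Melanotan II challenge; compound: 6.5 µM single dose; timing: 30-min compound preincubation, 1-h Melanotan II challenge, 1-h detection, room temperature; signal: Eu-cAMP/anti-cAMP TR-FRET, emission 671 nm; repeats: one well per compound, no replicates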
* hit, by the source's call; . = no result given. These rows are one share of the data; the hit share may differ from the screen's.

The first two compounds as a preview:
SMILES	H9c2 protect	NOD2-RIPK2 inh	MC4R barr agon	Glyco luc inh	HTR2A ag	NCOA2 inhibitor	TLR9-MyD88 inh	ABCB6 inh MLPCN	ABHD5 PLIN5 PPI	MC4R antag cAMP
CC1CC(=O)N(CC(=O)NCc2ccc(F)cc2)c2ccccc2S1(=O)=O (configuration not stated)	-3	6	-1.5	2	3	16	8	95	-1	6
CCn1c(CCNC(=O)c2ccc(Cl)cc2Cl)n[nH]c1=S	4	8	-1.4	0	9	8	0	101	-9	6

The list itself, from the first entry:
SMILES	H9c2 protect	NOD2-RIPK2 inh	MC4R barr agon	Glyco luc inh	HTR2A ag	NCOA2 inhibitor	TLR9-MyD88 inh	ABCB6 inh MLPCN	ABHD5 PLIN5 PPI	MC4R antag cAMP
CC1CC(=O)N(CC(=O)NCc2ccc(F)cc2)c2ccccc2S1(=O)=O (configuration not stated)	-3	6	-1.5	2	3	16	8	95	-1	6
CCn1c(CCNC(=O)c2ccc(Cl)cc2Cl)n[nH]c1=S	4	8	-1.4	0	9	8	0	101	-9	6
COc1ccc(N2C(=O)c3cccc4c(N(C)CCO)ccc(c34)C2=O)cc1	13	9	1.4	-5	0	5	0	97	11	2
COc1ccc(NC(=S)NCc2ccc(F)cc2)cc1	-1	-4	-0.7	-3	-5	-25	3	98	-1	7
Cc1csc2ncc(C(=O)NCc3ccco3)c(=O)n12	3	-9	-1.4	1	2	3	-1	102	12	3
CCOC(=O)c1cc(NC(=O)Nc2cc(C)ccn2)c(C)nc1C	31	-3	-1.9	1	2	-2	-6	96	-3	-1
O=C(Cn1nc(-c2cccc([N+](=O)[O-])c2)c2ccccc2c1=O)Nc1cccnc1	2	7	-2.9	1	-5	3	6	91	-3	0
Cc1cc(Br)cnc1NC(=S)Nc1ccc(F)cc1F	-1	-4	0.9	0	-1	0	-4	98	6	19
CC1CCCN(S(=O)(=O)c2ccc(NC(=O)C3CCN(C(=O)c4ccco4)CC3)cc2)C1 (configuration not stated)	-7	0	-1.0	-3	4	17	-1	95	24*	14
CSC1=N/C(=C\c2ccccc2Cl)C(=O)N1N(C)C	-2	-11	-1.0	-3	2	-15	0	94	3	12
O=C(N/N=C/C=C/c1ccc2c(c1)OCO2)C(O)c1ccccc1 (configuration not stated)	-1	0	0.3	-3	-2	-16	-4	96	9	-3
Cc1ccc(C(=O)N/C(=C\c2ccc(-c3ccc(Cl)cc3)o2)C(=O)NCCCN(C)C)cc1	-10	3	6.6	-3	-5	4	.	101	21	-7
Nc1cccc(C(=O)OCC(=O)NC2CCCc3ccccc32)c1 (configuration not stated)	-6	-13	-1.8	2	-3	0	-1	101	0	10
O=C(N/C(=C\c1ccc(Br)cc1)C(=O)N1CCCC1)c1ccccc1F	-2	0	-1.8	-2	3	9	-3	99	2	-10
CCCCc1nnc(NC(=O)CN2C(=O)NC3(CCCCC3)C2=O)s1	-6	-6	-0.6	2	-1	-9	-9	101	-4	9
CC(C)(C#N)Nn1cnnc1	6	9	-1.5	0	0	-30	-8	94	4	0
CCOc1ccc(NC(=O)N2CCC(NC(=O)c3ccco3)CC2)cc1	-2	3	-1.4	2	-3	-29	-10	98	-5	4
Cc1c(CCC(=O)O)c(=O)oc2c(C)c3occ(-c4ccc(Br)cc4)c3cc12	-2	-7	-1.3	4	1	-7	1	92	8	3
C=CC[C@@H](CC(=O)NCCO)C(=O)N[C@@H](COC(=O)[C@@H](CC=C)CC(=O)OC(C)(C)C)Cc1ccccc1	26	-1	-2.7	0	-2	-7	5	94	2	8
CCOC(=O)c1ccc(NC(=S)NCc2cccnc2)cc1	-5	2	-4.6	-3	-1	9	5	98	2	5
CC1=C(C(=O)N(C)C)CC(CC(=O)NC2CC2)C(=O)N1Cc1ccccc1 (configuration not stated)	-1	-8	-0.9	1	7	-19	-4	96	6	7
O=C(CN1CCCCCCC1)Nc1ccc(Cl)cc1Cl	-10	-6	6.6	-1	3	26	2	95	8	-7
O=C(COc1ccc(/C=N/NC(=O)c2ccncc2)cc1)Nc1ccccc1	5	4	-0.1	-3	-4	-49	6	100	-3	0
O=C(COC(=O)c1cnccn1)Nc1ccccc1-c1ccccc1	1	0	-0.4	0	2	-28	4	92	-1	1
Cc1cccc(N(C)c2cc(C)nc3nc(C)nn23)c1	16	-2	-1.4	4	3	12	-16	101	4	-6
O=C(C[n+]1cccc(CNC(=O)c2ccc(OC(F)F)cc2)c1)Nc1ccccc1Cl	5	-2	0.0	2	-2	-8	4	100	5	4
Cc1sc(NC(=O)c2cccnc2)nc1-c1ccccc1	10	-3	-2.3	7	-9	2	-9	97	0	19
O=C(Cc1ccccc1)NCC(=O)Nc1ccc(OC(F)(F)F)cc1	1	-13	0.6	4	3	2	-10	104	-3	21
CCOC(=O)C1=C(CNCc2ccccc2Cl)NC(=O)NC1c1ccc2c(c1)OCO2 (configuration not stated)	4	-4	2.0	-2	-5	-22	-5	104	2	3
CC1(C)Cc2cccc(OCC(=O)OCC(=O)Nc3cccc(S(N)(=O)=O)c3)c2O1	-2	-2	0.1	1	3	-20	-1	101	0	-6
O=C(CSCc1ccc(Cl)cc1)Nc1ccc(S(=O)(=O)N2CCCCCC2)cc1	-14	-17	4.6	1	1	-21	-6	101	-11	7
O=S(=O)(c1ccccc1)N1CCN(c2nc(-c3cccnc3)nc3ccccc23)CC1	58*	-1	3.3	-2	11	-20	0	96	5	11
CCNc1nc(NCC)nc(N(C)n2cnnc2)n1	2	3	-0.1	1	2	-12	-7	101	-3	14
Cc1c(C#N)c(O)n(CCO)c(=O)c1N=Nc1ccc(S(N)(=O)=O)cc1	27	1	-4.1	3	-1	0	-4	105	-2	-14
Cc1cc(-c2cc(C(=O)NCc3ccccc3)on2)nc(S(C)(=O)=O)n1	2	13	-1.0	-4	6	0	7	103	13	14
CC(C)(Oc1ccc(Br)cc1Cl)C(=O)Nc1ccon1	0	-3	-0.2	0	-2	4	-9	100	-3	0
COc1ccc(NC(=O)CN(C)CC(=O)NCCc2ccc(F)cc2)cc1	8	-4	-3.5	1	-3	-4	-7	98	-8	5
O=C(c1ccc(NS(=O)(=O)c2ccc(Cl)cc2)cc1)N1CCOCC1	0	3	-0.7	2	1	3	-12	98	-3	24
N#Cc1ccc(N[C@@H]2CCN3C(=O)c4ccccc4[C@@H]3C[C@H]2O)cc1	11	-5	1.2	2	9	15	-4	105	15	21
CC(C)(C)c1ccc(C(=O)NCc2ccccc2)cc1	-14	0	-0.8	-1	-8	-37	-35	96	-8	-4
Cc1cc(/C=C2\SC(=S)N(C)C2=O)c(C)n1-c1ccc(O)cc1	-21	5	4.3	-20	0	73*	5	156	14	23
Clc1ccccn1	7	-10	0.9	0	1	-7	3	97	-11	3
Cc1ccnc(NS(=O)(=O)c2ccc(N3C(=O)c4ccccc4C3=O)cc2)n1	-4	3	-1.8	2	-1	18	12	100	1	3
CC(C)CC(=O)Nc1nnc(SCC(=O)NC2CCCCC2)s1	1	-16	-1.4	0	0	-12	-8	102	4	3
COC(=O)C(C)n1cnc2c(nnn2-c2ccc(OC)cc2)c1=O (configuration not stated)	5	-2	-1.8	1	0	-24	6	103	2	8
COC(=O)C1=C(C)N(Cc2ccc(OC)cc2)C(=O)/C1=C\c1ccco1	1	-1	-2.3	2	-5	4	6	101	0	-3
CC1CC(C)CN(CCOc2ccccc2-c2ccccc2)C1 (configuration not stated)	-1	-12	-2.0	-1	-6	2	-3	100	0	14
CSc1nnc(C)c(=O)n1COC(=O)c1cc(Cl)ccc1[N+](=O)[O-]	-7	-1	-1.8	0	4	10	-10	102	1	21
CCCCN(CCCC)C(=O)CN(C)S(=O)(=O)c1ccc2c(c1)n(C)c(=O)c(=O)n2C	6	2	-1.6	1	4	-11	-9	95	-2	7
CCOC(=O)C1=C(CN2CCCCCC2)NC(=O)NC1c1ccc2c(c1)OCO2 (configuration not stated)	-10	-1	-0.5	-1	-4	-16	-8	101	-5	7
CC[C@]12c3[nH]c4ccc(Cl)cc4c3CCN1C(=O)[C@@H](CC(=O)NCCC1=CCCCC1)C[C@@H]2C(=O)N1CCN(C(=O)c2ccco2)CC1	3	-4	-0.9	0	-5	-9	-1	102	15	4
Cc1ncc([N+](=O)[O-])n1Cc1cccc(F)c1	4	-4	-0.2	-1	-2	-3	-6	100	5	8
COc1ccc(C#CC2=CC(=O)CC(C)(C)C2)cc1	-14	12	0.0	-4	-3	-26	8	97	0	2
COc1ccc(CCNC(=O)CNC(=O)c2ccco2)cc1	4	-13	1.2	0	-4	12	-6	95	-3	0
C/C=C(\C)CN1CCC(n2nccc2NC(=O)CCc2ccccc2)CC1	4	2	-2.8	-1	-5	-5	12	101	-2	5
CC(=O)c1ccc(N2CCN(C(=O)CCN3C(=S)NC(C)(C)CC3C)CC2)cc1 (configuration not stated)	-3	-3	-2.5	1	0	-5	5	98	-2	3
Cc1cccc(C)c1OCC(O)CNC(C)(C)C (configuration not stated)	5	-4	-0.8	1	2	-51	7	99	-6	-2
O=C(NCc1ccccc1)C1CCCN1C(=O)Nc1ccccc1[N+](=O)[O-] (configuration not stated)	1	-3	-0.8	2	-2	-18	-5	98	1	12
O=C(Nc1ccccc1)Nc1ccc(C(=O)N2CCOCC2)cc1	-5	3	-1.6	-5	-2	-66	-3	93	0	5
CC(C)C[C@@H](CN)NC(=O)c1nc[nH]c1C(=O)N[C@@H](CC(=O)O)C(=O)CNC[C@H](C)NC(=O)c1nc[nH]c1C(=O)N[C@@H](CC(=O)O)C(=O)O	-4	-9	1.1	1	9	-6	-16	101	0	3

Other results follow.
SMILES	H9c2 protect	NOD2-RIPK2 inh	MC4R barr agon	Glyco luc inh	HTR2A ag	NCOA2 inhibitor	TLR9-MyD88 inh	ABCB6 inh MLPCN	ABHD5 PLIN5 PPI	MC4R antag cAMP
O=C(N/N=C/c1cccnc1)C1CCCN(S(=O)(=O)c2ccccc2)C1 (configuration not stated)	-5	-10	-0.8	0	-4	-13	5	94	3	9
Cc1nc(SCC(=O)NCC2CCCO2)nc(C)c1C (configuration not stated)	-5	8	0.7	1	-3	-5	10	100	8	1
O=C(NCc1ccccc1)c1cc(-c2cccs2)on1	-3	-2	-1.4	1	-5	-63	-10	62*	-10	-3
CCOC(=O)c1cccc(NC(=O)CCc2nnc3ccc(N4CCOCC4)nn23)c1	2	-4	-1.3	1	1	-5	-6	97	-2	1
O=C(NC(=S)N1CCc2ccccc21)c1ccco1	-12	-8	-1.4	4	0	-21	-2	103	-9	-3
COc1ccc2cc(CN(CCCN3CCOCC3)Cc3nnnn3C3CCCC3)c(=O)[nH]c2c1	10	1	-1.5	-3	-2	-25	-4	100	-3	4
CCCCNC(=O)Cn1cnc2c(cnn2-c2ccc(C)c(C)c2)c1=O	-3	-10	1.2	2	-3	6	1	100	6	-6
CCNc1ccc(Br)cc(C(=O)/C=C/c2ccccc2Cl)c1=O	5	0	-1.0	19	-4	10	10	114	18	0
CCOc1ccc(-c2cc(C(=O)NCc3cc(OC)cc(OC)c3)[nH]n2)c(C)c1	-4	-9	0.0	-1	6	17	.	95	5	7

High-throughput results deposited in PubChem by several laboratories.
